GalR3 antagonist = GalR3 antagonists in HEK293 cells, primary screen, cell-based, fluorescence readout; HEK293 GalR3-CNG cAMP membrane potential fluorescence; galR3 body fused to GalR1 C-terminus; inhibition, % at 3 µM; 360,000 compounds, 0.44% hits; AID 651719, 2012;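 active means inhibition above the screen-wide average plus 3 SD, cut at about 13% in these data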;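 further: forskolin and galanin both at EC90 stimulate the cells; cAMP rise reported by CNG channel membrane potential dye signal; 0% = forskolin plus galanin with DMSO and 100% = forskolin alone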
PHOSPHO1 inh = PubChem AID 1565; Phosphoethanolamine/phosphocholine phosphatase (Homo sapiens), Q8TCT1; recombinant PHOSPHO1, absorbance phosphatase assay; inhibition, % at 13.3 µM; 290,000 compounds, 1.1% hits; in the data active means inhibition above about 60%
Target sequence (Q8TCT1 whole entry, looked up): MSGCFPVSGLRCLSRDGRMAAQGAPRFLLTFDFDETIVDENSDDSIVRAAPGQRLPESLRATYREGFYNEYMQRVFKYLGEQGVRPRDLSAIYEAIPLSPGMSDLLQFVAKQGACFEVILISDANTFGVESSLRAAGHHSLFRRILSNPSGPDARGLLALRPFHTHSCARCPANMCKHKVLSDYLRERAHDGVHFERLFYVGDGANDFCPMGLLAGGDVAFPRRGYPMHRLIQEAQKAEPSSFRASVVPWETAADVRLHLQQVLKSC
V1aR counter = agonists of human V1a receptor, primary screen, counter-screen for OXTR agonist project, fluorescence, CHO-V1R cells | Vasopressin V1a receptor (Homo sapiens), P37288 | Fluo-8 calcium fluorescence, agonist mode; 0% DMSO, 100% 3 nM vasopressin | activation, % at 3 µM | 320,000 compounds, 0.25% hits | AID 2797, 2010;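 active means activation above the mean activation of all tested compounds plus 3 SD, per screening run, cut at about 20% in these data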;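 further: signal is peak over basal fluorescence ratio across a 100 second FLIPR read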
MEKK2 mut-MEK5 = MEK5 binding signal on mutant MEKK2 PB1, primary screen, biochemical, multiplex bead flow cytometry, Alexa488-MEK5. Alexa488-MEK5 binding to MEKK2 mutant. percent response, % at 10 µM. 290,000 compounds, 0.35% hits. AID 1530, 2009; in the data active means percent response above about 24%, passing the limit was not always enough; further: inactives centre near 1; some results filed as inactive read as strong as hits; reference of the scale not given here
MEKK2wt PB1 HTS = modulators of MEK5 binding to wildtype MEKK2, primary screen, biochemical, multiplex bead flow cytometry, Alexa488-MEK5; Mitogen-activated protein kinase kinase kinase 2 (Homo sapiens), Q9Y2U5; Alexa488-MEK5 binding to MEKK2 WT; actives lie on both sides; binding response (% of control), % at 10 µM; 290,000 compounds, 1.1% hits; in the data active means binding response below about 67% or above about 130%
OXTR agonist = human OXTR agonists, primary screen, fluorescence, CHO-OTR cells, Fluo-8 calcium | Oxytocin receptor (Homo sapiens), P30559 | Fluo-8 calcium fluorescence; normalized: DMSO 0%, oxytocin 100% | activation, % at 3 µM | 320,000 compounds, 0.32% hits;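 active means activation above the mean of all tested compounds plus 3 SD, cutoff set per screening run, cut at about 20% in these data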;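 further: peak over basal fluorescence ratio from a 100 s FLIPR kinetic read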
MEKK3 PB1 HTS = modulators of MEKK3-MEK5 PB1 binding, primary screen, biochemical, wildtype MEKK3, multiplex bead flow cytometry, Alexa488-MEK5 | Mitogen-activated protein kinase kinase kinase 3 (Homo sapiens), Q99759 | bead-based flow cytometry, Alexa488-MEK5 binding to MEKK3; actives lie on both sides; 0 = blocked by unlabeled MEK5, 100 = vehicle | binding response (% of control), % at 10 µM | 290,000 compounds, 1.4% hits | AID 1529, 2009;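 active means binding response more than 3 SD above or below the average of its plate-row segment, actives on both sides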;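 further: Alexa488 bead fluorescence after subtracting the streptavidin-only scavenger bead signal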
Target sequence (Q99759 whole entry, looked up): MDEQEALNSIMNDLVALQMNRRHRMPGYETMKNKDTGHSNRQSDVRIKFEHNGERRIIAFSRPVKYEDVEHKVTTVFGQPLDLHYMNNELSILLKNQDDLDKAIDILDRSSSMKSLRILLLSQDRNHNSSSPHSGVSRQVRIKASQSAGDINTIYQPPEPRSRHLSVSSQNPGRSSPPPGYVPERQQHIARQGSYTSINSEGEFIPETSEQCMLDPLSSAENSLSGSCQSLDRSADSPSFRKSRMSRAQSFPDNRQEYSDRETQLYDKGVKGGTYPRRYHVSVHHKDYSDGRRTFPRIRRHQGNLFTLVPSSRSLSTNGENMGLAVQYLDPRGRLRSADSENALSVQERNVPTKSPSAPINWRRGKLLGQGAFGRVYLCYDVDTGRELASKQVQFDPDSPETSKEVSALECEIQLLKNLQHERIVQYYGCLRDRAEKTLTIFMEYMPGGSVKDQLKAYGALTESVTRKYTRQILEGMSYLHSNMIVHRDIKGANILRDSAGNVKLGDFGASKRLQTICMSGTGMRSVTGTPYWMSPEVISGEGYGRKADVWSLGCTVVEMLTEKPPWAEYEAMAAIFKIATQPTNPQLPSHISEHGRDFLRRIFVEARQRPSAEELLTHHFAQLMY
NALP1 yeast inh = NALP1 inflammasome inhibitors in reconstituted yeast, colorimetric, S. cerevisiae, triplicate retest; inhibition, % at 10 µM; AID 2071, 2009; S. cerevisiae NALP1/ASC/caspase-1 growth, X-gal OD620, 72 h; 280,000 compounds, 0.61% hits; in the data active means inhibition mostly above about 24%, no sharp cut-off; inactive means mostly below about 32%; further: some compounds called inactive have numbers as strong as hits
GPR7 antagonist = GPR7 receptor antagonists, primary screen, cell-based, fluorescence, single concentration; 290,000 compounds, 1.1% hits; inhibition, % at 4.4 µM; AID 1861, 2009; Neuropeptides B/W receptor type 1 (Homo sapiens), P48145; GPR7-expressing cells, fluorescence antagonist assay; in the data active means inhibition above about 16%, passing the limit was not always enough;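 further: cells stimulated with the agonist NPW; 0% = agonist with vehicle and 100% = vehicle without agonist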
* hit, by the source's call; / = no result given. Hits appear at their usual frequency. About 5.4% of those tested had a hit in this group.

SMILES	GalR3 antagonist	PHOSPHO1 inh	V1aR counter	MEKK2 mut-MEK5	MEKK2wt PB1 HTS	OXTR agonist	MEKK3 PB1 HTS	NALP1 yeast inh	GPR7 antagonist
CCCN(CCC)c1nc2ccccc2nc1C(C#N)C(=O)OC(C)COC (configuration not stated)	0	/	0.8	5	91	-1.5	104	/	3
Cc1c(NC(=O)c2ccccc2NC(=O)COc2ccccc2)cccc1C(=O)O	-2	4	0.1	4	107	-0.5	104	5	-9
Cc1ccc(-c2noc(CCC(=O)Nc3ccc(C)cn3)n2)cc1	3	9	1.4	9	103	3.5	103	24	-8
COc1ccc(-n2cc(-c3ccc(OC)c(OC)c3)[nH]c2=S)cc1	2	-32	-0.2	-8	92	-0.4	95	-14	4
COC(=O)c1ccccc1NC(=O)C1CCN(S(=O)(=O)c2cc(C)ccc2OC)CC1	-3	-23	-0.8	0	103	-1.6	103	7	-6
Cc1ccc(/C=C2\SC(=S)N(CCC(=O)NNS(=O)(=O)c3ccc(C)cc3)C2=O)cc1	-1	-18	-0.7	1	99	-0.5	102	-2	21*
CC(=O)Oc1ccccc1/C=C/c1ccc2ccccc2[n+]1C	-6	-2	-0.8	11	99	-0.6	95	18	-3
Cc1n[nH]c(C)c1S(=O)(=O)N1CCCC(C(=O)NC2CCCc3ccccc32)C1 (configuration not stated)	-1	-3	0.8	3	97	0.4	101	2	-5
Cc1cccc(NC(=O)NC2CCCCCCC2)c1	-3	27	/	-4	99	/	103	-3	-9
Cc1c(Nc2ccc3nonc3c2[N+](=O)[O-])c(=O)n(-c2ccccc2)n1C	5	-10	0.4	-4	89	-0.3	105	-9	-8
CC(NC(=O)Cn1c(=O)[nH]c2ccsc2c1=O)C12CC3CC(CC(C3)C1)C2 (configuration not stated)	-4	-11	0.2	0	102	-0.6	100	2	3
O=C(O)COc1ccccc1/C=N/NC(=O)CSc1nc2ccccc2n1Cc1ccccc1	-4	-35	-0.3	-2	97	-0.5	102	/	1
O=C(C1CC1)N1CCc2cc(S(=O)(=O)NCC3COc4ccccc4O3)ccc21 (configuration not stated)	-5	22	8.7	/	/	13	/	4	-17
CCSc1nc(C(F)(F)F)cc(=O)n1-c1ccccc1	-3	-12	-0.6	-3	93	-2.3	95	5	-13
O=C(NC1CCCCC1)c1ccc(CN2CCOCC2)cc1	-3	17	0.6	-2	103	0.9	100	19	-3
COC(=O)CC(NC(=O)c1ccc(C)cc1)c1ccc2c(c1)OCO2 (configuration not stated)	-6	11	0.7	2	99	-0.3	102	-1	-5
N#C/C(=C\c1ccc([N+](=O)[O-])cc1)c1nc(C2CC2)cs1	-11	-12	-0.1	2	104	-1.2	103	24	-7
CCCc1nc2c(c(=O)c3ccccc3n2C)c(=O)n1-c1ccc(F)cc1	0	12	-0.1	-2	94	-1.3	99	24	-7
Cc1c(C(=O)Nc2nonc2-c2ccc(F)cc2)oc2ccc(F)cc12	0	3	2.4	-3	100	-2.0	99	-3	-17
Cc1ccc(-c2ccc(SCC(=O)Nc3nonc3C)nn2)cc1	-5	17	1.9	6	107	2.9	102	3	-7
CC1(C)Cc2ccccc2C(=NCCCC(=O)O)N1	-3	20	0.8	7	105	-0.7	102	8	-11
CN(CC(=O)Nc1ccccc1Cl)C(=O)COC(=O)c1ccc(Cl)cc1[N+](=O)[O-]	-3	-18	0.9	5	105	-1.0	99	-2	-8
Cc1ccc2c(c1)NC(=O)CC(c1ccccc1)=N2	-1	0	-0.3	8	106	0.6	104	22	7
CC(C)OCC(O)CN1CCN(C(c2ccccc2)c2ccccc2)CC1 (configuration not stated)	-5	48	0.5	-2	96	1.0	96	9	-1
Cc1cc2oc3c(c(=O)c2cc1C)C(c1cccc(Br)c1)N(Cc1ccco1)C3=O (configuration not stated)	0	-3	0.3	-3	99	0.2	97	15	-1
O=C(C1=NN[C@@H]2C(=O)N(c3ccccc3C(F)(F)F)C(=O)[C@H]12)c1ccc2ccccc2n1	-2	-6	1.7	2	95	2.0	96	27	18
Cc1nc(-c2cccc3ccccc23)ccc1C(=O)O	1	-1	-0.2	-3	92	1.7	89	19	-11
Cc1oc(-c2ccccc2F)nc1CS(=O)CC(=O)NC1CCCCC1 (configuration not stated)	/	28	-0.5	3	98	-1.3	103	19	0
COc1cccc(OCCNCc2ccccc2)c1	-3	-2	1.2	0	97	1.3	89	21	-10
CC(C)c1c(C(=O)N/N=C/c2ccc(-c3ccccc3)cc2)nnn1-c1nonc1N	-1	-4	-0.1	1	107	2.2	101	1	-5
CCOc1cc(NC(=S)NC)c(OCC)cc1NC(=O)c1cccs1	0	24	2.0	3	105	0.0	109	/	0
Cc1cccc2cc(C#N)c(NCCNS(=O)(=O)c3ccccc3)nc12	2	41	0.4	-9	85	1.1	101	2	4
C=CCNC(=O)c1ccccc1NC(=O)Nc1ccccc1	-7	-10	-0.6	8	116	-0.6	99	15	16
Nc1nnc(-c2ccco2)s1	-3	-29	-0.3	5	103	0.5	102	12	-5
COC(=O)c1ccc(C)c(N(CCO)CCO)c1	-6	-18	0.5	4	103	-0.4	106	40	-3
Cc1ccc(CNC(=O)CCS(=O)(=O)c2ccc3c(c2)CC(C)N3C(=O)C2CC2)cc1 (configuration not stated)	-5	-8	2.1	3	99	1.0	97	0	11
Cc1cc2sc3ccc(C#CC4(O)CCCCC4)cc3c(=O)c2cc1C	-3	/	-0.1	-9	80	0.0	97	/	/
Cc1cc(C)nc(N2CCC(C(=O)NNC(=O)c3ccc(Cl)cc3)CC2)n1	-5	-21	0.2	-4	96	1.9	95	/	-1
CCc1nc(Nc2ccc(F)cc2)c2oc3ccccc3c2n1	-12	35	-1.0	8	107	-2.3	105	3	-25
Cc1ccc(NS(=O)(=O)c2ccc(CCC(=O)N3CCOCC3)cc2)cc1	-3	10	1.9	10	103	3.3	103	21	-5
COc1ccc(OC)c(S(=O)(=O)N2CCC(NC(=O)c3ccccc3)CC2)c1	-11	37	4.3	1	103	-1.1	105	3	-18
Cc1cccc(C)c1OCc1n[nH]c(=S)n1N	-2	2	0.0	-2	97	0.4	99	-5	-12
CC(=O)C1=C(O)C(=O)N(c2ccc(O)cc2)C1c1ccccc1F (configuration not stated)	-3	35	-0.7	2	103	0.9	105	10	-19
COc1ccc2nc(-c3ccc(N)cc3)[nH]c2c1	-2	-20	-0.7	5	103	-0.1	101	-70	2
COc1ccc(N(C(=O)c2ccco2)C(C(=O)NC2CCCCC2)c2cccs2)cc1OC (configuration not stated)	-2	2	1.0	3	99	0.0	92	5	-10
COc1ccc(C2/C(=C(/O)c3ccc4c(c3)CC(C)O4)C(=O)C(=O)N2CCN2CCOCC2)cc1OC (configuration not stated)	-3	/	/	0	102	/	99	26	-7
Cc1cc(C)n2nc(SCc3cc(=O)oc4cc(O)ccc34)nc2n1	/	45	1.3	-5	97	1.6	99	8	1
Cc1[nH]c2ccc(OCc3ccccc3)cc2c1CCN1C(=O)OC(C)(C)C1(C)O (configuration not stated)	/	-7	2.7	5	108	1.6	104	3	-2
CC(C)C(c1nnnn1Cc1cccs1)N1CCN(c2ccccc2)CC1 (configuration not stated)	-5	9	-0.7	1	98	-1.1	99	-13	5
COc1ccc(OC)c(CNS(=O)(=O)c2c(C)nc3scc(C)n3c2=O)c1	0	17	0.2	-2	97	1.3	101	11	2
CCN(C(=O)COC(=O)c1cc(S(=O)(=O)Nc2c(C)n(C)n(-c3ccccc3)c2=O)ccc1Cl)C1CCCCC1	-3	18	-1.2	0	100	-2.5	98	-9	3
CCOc1cc(C2C(C#N)=C(N)Oc3cc(N)ccc32)ccc1O (configuration not stated)	-8	25	1.0	-1	100	-0.5	101	15	-1
N/C(=N\OC(=O)Nc1ccccc1)c1ccno1	-5	-11	-0.5	2	107	-0.6	103	/	-4
O=C(COC(=O)c1ccc2c(=O)n3c(nc2c1)CCC3)NC1CCS(=O)(=O)C1 (configuration not stated)	-4	-4	0.5	/	/	0.5	/	24	-7
CC1=N/C(=C/c2ccco2)C(=O)O1	-7	2	/	-6	99	/	103	21	-2
O=C(C1CCCN(S(=O)(=O)c2ccc(Br)s2)C1)N1CCN(c2ccccc2)CC1 (configuration not stated)	-10	32	1.6	-2	98	-1.9	104	17	-15
Cn1c(SCC(=O)NCc2ccccc2)nnc1-c1ccc(NC(=O)CCc2ccccc2)cc1	-3	-20	-0.1	0	102	-0.5	101	4	-4
O=C(NCCCN1CCc2ccccc2C1)Nc1ccc(Br)cc1	-6	5	14	8	126	18	106	63	7
CCn1c(=O)cc(OCC(=O)Nc2cccnc2)c2ccccc21	-3	22	0.1	0	100	-0.3	103	18	-2
COc1cc2c(cc1OC)/C(=C/C(=O)c1ccc(C)cc1)NCC2	-3	36	/	6	101	/	102	14	-21

Sorted by length of the SMILES (lowest first): part of the list above.
SMILES	GalR3 antagonist	PHOSPHO1 inh	V1aR counter	MEKK2 mut-MEK5	MEKK2wt PB1 HTS	OXTR agonist	MEKK3 PB1 HTS	NALP1 yeast inh	GPR7 antagonist
O=C(NCCCN1CCc2ccccc2C1)Nc1ccc(Br)cc1	-6	5	14	8	126	18	106	63	7
CCOc1cc(C2C(C#N)=C(N)Oc3cc(N)ccc32)ccc1O (configuration not stated)	-8	25	1.0	-1	100	-0.5	101	15	-1
COc1ccc(C2/C(=C(/O)c3ccc4c(c3)CC(C)O4)C(=O)C(=O)N2CCN2CCOCC2)cc1OC (configuration not stated)	-3	/	/	0	102	/	99	26	-7
CCN(C(=O)COC(=O)c1cc(S(=O)(=O)Nc2c(C)n(C)n(-c3ccccc3)c2=O)ccc1Cl)C1CCCCC1	-3	18	-1.2	0	100	-2.5	98	-9	3

Next section:
SMILES	GalR3 antagonist	PHOSPHO1 inh	V1aR counter	MEKK2 mut-MEK5	MEKK2wt PB1 HTS	OXTR agonist	MEKK3 PB1 HTS	NALP1 yeast inh	GPR7 antagonist
Cn1cc(Br)c(-c2cccc(N3C(=O)CC(C)(C)CC3=O)c2)n1	0	32	0.1	7	100	-0.8	98	-16	-6
CN1C(=O)CC(C(=O)O)SC1=Nc1ccc(F)cc1 (configuration not stated)	-1	2	-0.5	7	107	0.5	115	-96	-14
COc1ccc(C(=O)Nc2ccc3cn[nH]c3c2)c(OC)c1	-4	27	0.4	-3	87	-1.1	88	1	0
N=c1c(C(=O)NC2CCCCC2)cc2c(=O)n3ccccc3nc2n1Cc1ccccc1	-9	37	-0.9	2	98	-1.1	101	6	19
CC(C)(C)OC(=O)N1CCC(Cc2cc(-c3cccc(Br)c3)no2)(C(=O)O)CC1	0	10	0.3	-5	95	0.6	101	10	-9
CCCNS(=O)(=O)c1cccc2cccnc12	-4	-7	0.7	1	100	0.7	95	-14	/
COC(=O)c1ccccc1NC(=O)CSc1nc(N)cc(N)n1	3	-9	-0.3	-1	107	0.6	102	32*	8
O=C(OC(C(=O)NCc1cccs1)c1ccccc1F)c1ccco1 (configuration not stated)	0	1	0.3	0	98	-1.1	108	11	-13
CCCCNC(=O)CCC(=O)Nc1ccc2nc(N3CCC(C)CC3)cc(C)c2c1	-5	-16	-0.1	-2	97	-0.9	98	3	-3
Fc1ccc(-n2c(Cc3cccs3)n[nH]c2=S)cc1Cl	4	4	1.4	0	101	-1.4	101	-11	-10
